Bioassay records deposited in PubChem BioAssay by National Center for Advancing Translational Sciences (NCATS).
Texas Red fluor = compounds fluorescent in Texas Red spectral region; Compound fluorescence, Texas Red channel, 547/618 nm; active compounds read high; max dye-equivalent concentration, M; 59,000 tested, 0.06% active; AID 587; in the data active means max dye-equivalent concentration above about 10 nM; inconclusive means between about 1.1 nM and that limit
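Spectral interference profiling: each compound concentration's relative fluorescence, read with a 547 nm excitation and 618 nm emission filter pair, was normalized to a per-plate Texas Red standard curve.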
USP2a inh = inhibitors of human ubiquitin-specific protease USP2a | O75604 | USP2a enzymatic assay, qHTS inhibition | Potency, µM (series often up to 38.3 µM), inactives show at the highest dose activity change, negative = inhibition, hits mostly inhibitors | 60,000 tested, 0.1% active | AID 927;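 further: potency means the concentration at half of the fitted maximal effect; nearly all actives have a fitted effect of over 60% in size; plate controls were DMSO for no effect and NEM full inhibition control for full effect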
Target sequence (O75604 whole entry, looked up): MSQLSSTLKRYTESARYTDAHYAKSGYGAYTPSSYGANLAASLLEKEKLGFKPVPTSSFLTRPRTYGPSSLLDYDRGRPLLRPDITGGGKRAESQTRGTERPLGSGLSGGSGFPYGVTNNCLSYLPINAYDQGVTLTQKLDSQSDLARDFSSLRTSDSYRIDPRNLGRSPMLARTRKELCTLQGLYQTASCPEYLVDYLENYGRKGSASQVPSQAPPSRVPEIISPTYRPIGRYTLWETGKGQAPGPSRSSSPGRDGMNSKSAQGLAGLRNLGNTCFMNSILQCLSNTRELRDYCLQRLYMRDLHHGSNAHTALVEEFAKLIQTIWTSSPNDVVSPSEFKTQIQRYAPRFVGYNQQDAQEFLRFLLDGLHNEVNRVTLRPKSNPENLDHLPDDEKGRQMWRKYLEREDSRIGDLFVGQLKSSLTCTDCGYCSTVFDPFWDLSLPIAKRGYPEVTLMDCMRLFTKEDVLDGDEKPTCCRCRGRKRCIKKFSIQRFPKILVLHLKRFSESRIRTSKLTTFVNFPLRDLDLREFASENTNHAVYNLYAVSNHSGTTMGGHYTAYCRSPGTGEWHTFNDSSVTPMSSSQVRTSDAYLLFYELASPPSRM
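USP2 core (20 nM final) was preincubated with compound for 30 min at RT in 20 mM Tris-HCl pH 8.0, 2 mM CaCl2, 2 mM beta-mercaptoethanol; Ub-PLA2 (20 nM) plus NBD C6-HPC (20 uM) then added, fluorescence read after 2.5 h.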
A350 fluor = A350 region autofluorescence | Compound autofluorescence, 340/450 nm, Alexa 350 dye-equivalents; active compounds read high | max dye-equivalent concentration, M | 59,000 tested, 11% active; in the data active means max dye-equivalent concentration above about 10 nM; inconclusive means mostly about 1.1 nM to 9.6 nM
Casp1 inh = allosteric or competitive inhibitors of human caspase-1 | 75,000 tested, 0.03% active | Potency, µM (series often up to 57.5 µM), for the others: at the top dose activity change, negative = inhibition, actives largely listed as inhibitors | Caspase-1 enzyme, Ac-WEHD-AFC fluorogenic rate;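 further: potency means the concentration at half of the fitted maximal effect; plate controls were vehicle for no effect and no substrate for full effect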
Target sequence (P29466 120-297 limits assumed): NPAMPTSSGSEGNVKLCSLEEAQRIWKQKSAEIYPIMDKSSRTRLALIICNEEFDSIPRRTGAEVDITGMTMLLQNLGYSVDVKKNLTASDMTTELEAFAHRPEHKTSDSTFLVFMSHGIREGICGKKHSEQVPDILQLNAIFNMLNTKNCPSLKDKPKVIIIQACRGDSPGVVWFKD
Target sequence (P29466 317-404 limits assumed): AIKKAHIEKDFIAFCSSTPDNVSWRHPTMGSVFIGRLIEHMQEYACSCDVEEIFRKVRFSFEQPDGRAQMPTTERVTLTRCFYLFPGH
HEK293 cAMP cs = raises cAMP in parental HEK293 cells, TSHR agonist counter-screen; parental HEK293 CNG cAMP sensor, membrane potential fluorescence; Potency, µM (top dose mostly 57.1 µM), without a hit: at the highest dose activation, most hits filed as activators; 73,000 tested, 2.5% active; AID 938; further: potency means the concentration at half of the fitted maximal effect; % of control where 0% means no effect; nearly all actives have a fitted effect of over 55% in size
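Parental HEK 293 cells stably expressing a modified CNG channel (no TSHR) report cAMP rise as membrane depolarization. Membrane potential dye with 100 uM RO 20-1724 was loaded for 60 min at room temperature, then compound added for 30 min; fluorescence read at 590 nm.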
BRCT inh red = inhibitors of human BRCA1 BRCT-phosphoprotein interaction (red fluorophore) | P38398 | BRCT-phosphopeptide binding, red fluorescence polarization | Potency, µM (series often up to 76.9 µM), for inactives: top-dose activity change, negative = inhibition, usual class: inhibitors | 75,000 tested, 0.03% active; further: on the % scale 0 is the no-effect control and ±100 the full control effect
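Rhodamine-labelled pBACH1 10-mer (100 nM) bound to BRCT domain (100 nM) at pH 7.3; compounds incubated 12 min room temperature, polarization read. Free peptide defines full inhibition; unlabelled decapeptide titrated as control.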
Rhodamine autofl = compound autofluorescence in rhodamine spectral region | Rhodamine-region fluorescence, 547/598 nm, Tris buffer; active compounds read high | max dye-equivalent concentration, M | 59,000 tested, 0.05% active | AID 594; in the data active means max dye-equivalent concentration above about 11 nM; inconclusive means between about 1.1 nM and that limit
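Intensities are converted to rhodamine-equivalent concentration using a six-point rhodamine standard on each plate. Compounds sit 15 min at room temperature in 100 mM Tris buffer, pH 8.0; read uses the 547/598 nm excitation/emission pair.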
Fluorescein autfl = compound autofluorescence in fluorescein spectral region. Compound autofluorescence, 480/540 nm, fluorescein-equivalent; active compounds read high. max fluorescein-equivalent concentration, M. AID 593. 59,000 tested, 0.91% active; in the data active means max fluorescein-equivalent concentration above about 10 nM; inconclusive means between about 1.1 nM and that limit
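In this qHTS profile, compound fluorescence was measured with a 480 nm/540 nm filter pair following a 15-min room-temperature incubation in 100 mM Tris (pH 8.0). A six-point fluorescein series on each plate served for normalization.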
BRCT PPI green = BRCA1 BRCT-phosphoprotein interaction inhibition; Potency, µM (highest dose often 76.9 µM), for inactives: at the highest dose activity change, negative = inhibition, actives largely listed as inhibitors; AID 875; P38398; BRCA1 BRCT-phosphopeptide binding, green fluorescence polarization; 75,000 tested, 0.05% active;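 further: potency means the concentration at half of the fitted maximal effect; plate controls were peptide without protein for full effect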
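Compounds were incubated for 12 min at room temperature with a complex of 100 nM fluorescein-tagged pBACH1 decapeptide and 250 nM His-tagged BRCT protein. Buffer was phosphate pH 7.3 with EDTA, DTT and Tween 20. Disruption of binding lowers the polarization signal.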
4-MU autofl = compound fluoresces in the 4-MU spectral region; compound autofluorescence, 340/450 nm, 4-MU equivalents; active compounds read high; max dye-equivalent concentration, M; 59,000 tested, 11% active; in the data active means max dye-equivalent concentration above about 10 nM; inconclusive means mostly about 1.1 nM to 9.6 nM
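Compounds in 100 mM Tris, pH 8.0, incubated 15 min at room temperature, then fluorescence read at 340 nm excitation/450 nm emission. Signal converted to 4-MU dye-equivalent concentration using an on-plate six-point 4-MU standard curve.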
Caspase-7 inhib = blocks human caspase-7 allosterically or competitively; recombinant caspase-7, Ac-DEVD-AFC fluorescence rate; Potency, µM (doses to about 57.5 µM), without a hit: top-dose activity change, negative = inhibition, most hits filed as inhibitors; 75,000 tested, 0.02% active; AID 889; active means well fitted inhibition curve with a large enough effect in the main read-out, with a control signal flat, not every such curve was filed as active; inconclusive means small, poorly fitted or top-dose-only effect, or a change in a side signal; further: potency means the concentration at half of the fitted maximal effect; % of control where 0% means no effect
Starred values were filed as active, the others as inactive; i = inactive; ? = inconclusive; · = not tested or not shown; & = joins results of further samples; [ ] = dose if it differs, or a comment. Unless noted, the call rests on the fitted dose curve; in most records, active means well fitted curve in the direction sought with a large enough effect; inconclusive means small, poorly fitted or top-dose-only effect, or another doubt; inactive means no such curve, though single readings can be large; an effect the other way counts as inactive or inconclusive. The list is partial; count on the stated rates, not on these rows.

| molecule | Texas Red fluor | USP2a inh | A350 fluor | Casp1 inh | HEK293 cAMP cs | BRCT inh red | Rhodamine autofl | Fluorescein autfl | BRCT PPI green | 4-MU autofl | Caspase-7 inhib |
| --- | --- | --- | --- | --- | --- | --- | --- | --- | --- | --- | --- |
| CCn1c2c(c3cc(Br)ccc31)CCC/C2=N\O | ? | -18% | i | -1% | 11% | -1.6% | i | ? | -2.4% | i | -4% |
| c1ccc(Cn2c(Sc3nnnn3-c3ccccc3)nnc2-c2ccccc2)cc1 | i | -11% | i | 1% | ? | -0.1% | i | i | 0.8% | i | -2% |
| N#Cc1cccc(NC(=O)N2CCCC3(CCN(C(=O)c4ccco4)CC3)C2)c1 | i | 24% | i | -2% | 1% | 0.5% | i | ? | -1.9% | i | 2% |
| CCN(CC)CCCNC(=O)C1c2ccccc2Oc2ccccc21 | i | 1% | i | -2% | 12% | -0.1% | i | i | -0.6% | i | 0% |
| COC(=O)C(C)N(C#N)c1nc(C)nc(C)n1 (stereo unspecified) | i | 10% | i | 0% | ? | 0.7% | i | i | -0.7% | i | ? |
| O=C(NCCCN1CCN(c2ccccc2F)CC1)Nc1ccc(F)cc1 | i | 8% | i | 1% | 9% | -0.5% | i | ? | -2.6% | i | 2% |
| CCN(CC)CCNC(=O)Cc1c(C(=O)O)n(C)c2ccccc12 | i | -5% | i | -4% | 9% | 0.9% | i | i | -0.5% | i | 2% |
| CCCCC(CC)COC(=O)C(C#N)=C(c1ccccc1)c1ccccc1 (stereo unspecified) | · | · | · | 0% | 26% | -2.3% | · | · | 0.7% | · | -2% |
| Cc1cccc(CNc2cc(-c3cccnc3)ncn2)c1 | i | 4% | i | -1% | 2% | 1.1% | i | ? | -5.0% | i | 3% |
| O=S(=O)(NCC(c1ccccc1)N1CCNCC1)c1ccc(Cl)cc1 (stereo unspecified) | · | 26%[7.66 µM] | · | 0% | 10%[11.4 µM] | 0.1% | · | · | 2.6% | · | 1% |
| O=C(CSc1nnc(-c2cccs2)o1)OC1CCCCC1 | i | -7% | i | -1% | 10% | -1.4% | i | i | 0.7% | i | 1% |
| CCOc1cc(C(C#N)N2CCOCC2)ccc1OC (stereo unspecified) | i | -5% | i | 2% | 6% | 1.6% | i | i | 0.0% | i | 1% |
| c1ccc2c(c1)Cn1nnnc1-2 | i | 6% | i | -3% | 3% | -3.9% | i | i | -3.6% | i | -1% |
| COc1ccc(C(C)=O)cc1CSc1nc2ccccc2o1 | ? | -9% | i | 1% | 25µM* | -0.8% | i | ? | 1.9% | i | 0% |
| Cc1ccc(Nc2nc(Oc3ccc(OCc4ccccc4)nn3)nc(N3CCOCC3)n2)cc1 | i | 40%[activator] | i | 0% | 24% | 0.5% | i | ? | -5.1% | i | -1% |
| CN(CCNC(=O)c1cn(C)c2ccc(S(=O)(=O)N(C)C)cc2c1=O)CCc1ccccc1 | · | · | · | 1% | 12% | -1.2% | · | · | 7.7% | · | -1% |
| CCCC(=O)Nc1cc(-c2nnc(OC)c3ccccc23)ccc1N1CCOCC1 | i | 4% | i | -3% | 4% | 0.3% | i | i | -1.1% | i | 0% |
| CN(C)c1ncnc2ccc(-c3cccc(NS(C)(=O)=O)c3)cc12 | i | 67%[activator] | i | -2% | ? | -0.9% | i | i | -4.2% | i | -2% |
| Cc1ccc(C(=O)CSC2=NC(N)=C(C#N)C3(CCCCC3)C2C(N)=O)cc1 (stereo unspecified) | · | 20%[7.66 µM] | · | -3% | 0%[11.4 µM] | 0.1% | · | · | -2.8% | · | -2% |
| O=C(CCSc1ccc(F)cc1)Nc1ccc(-n2cnnn2)cc1 | i | 2% | i | -2% | ? | 2.4% | i | i | 0.9% | i | -1% |
| CC(=O)N1CC2(CC2)CC1c1ccccc1 (stereo unspecified) | · | · | · | 0% | 3% | 1.8% | · | · | -1.6% | · | 1% |
| Cc1ccc(S(=O)(=O)CCC(=O)OCC(=O)Nc2cc(C)on2)cc1 | i | -1% | ? | -2% | 2% | 0.5% | i | ? | -1.9% | i | 1% |
| COC(=O)CCC(=O)OC | · | · | · | -1% | 39% | -0.1% | · | · | -0.4% | · | -1% |
| Cc1ccc(-c2noc(-c3ccccc3C(=O)N3CCN(C)CC3)n2)cc1 | i | 19% | i | 1% | 27% | -1.5% | i | i | -1.8% | i | 1% |
| COc1cc(NS(=O)(=O)c2ccc(C)cc2)ccc1-n1cnnn1 | ? | · | i | 0% | 12% | -0.6% | i | i | 0.8% | i | 3% |
| CCCC(=O)Nc1ccccc1NC(=O)CN(C)S(=O)(=O)c1ccc(C)cc1 | i | 8% | i | -2% | 4% | 1.8% | i | i | -0.9% | i | 1% |
| c1ccc(CSc2nnc(Cc3ccccn3)o2)cc1 | ? | 21% | i | 0% | 1% | 1.1% | i | i | -0.6% | i | -1% |
| CSc1ccccc1N=CC1=C(O)CC(C)(C)CC1=O | · | -4% | · | -3% | 13% | -1.3% | · | · | -0.3% | · | -3% |
| CC1=[N+]([O-])C(C)(C)C(C)N(O)C1=O (stereo unspecified) | i | -5% | 4e-08M* | -2% | 0% | -2.8% | i | ? | -0.2% | 3.1e-08M* | -1% |
| CCOC(=O)C1CCN(C(=O)c2ccc(SC)cc2OC)CC1 | i | 5% | i | -2% | 19% | -0.7% | i | i | -1.2% | i | -2% |
| Oc1ccc(Cl)cc1/C=N/c1nc2ccccc2[nH]1 | · | -1%[7.66 µM] | · | ? | 6%[11.4 µM] | -1.0% | · | · | 0.2% | · | -30% |
| Cc1[nH]c(-c2ccco2)nc1C(=O)O | i | -1% | i | 1% | 6% | -0.7% | i | i | -2.8% | i | -1% |
| CCCc1nc2oc(C(=O)OCC)c(N)c2c2c1COC(C)(C)C2 | ? | 3% | 5.5e-07M* | -4% | 11% | 0.9% | i | i | 1.0% | 4e-07M* | -3% |
| CN1CCN(C(=O)C2CCN(S(=O)(=O)c3cnc[nH]3)CC2)CC1 | i | 5% | i | -1% | -1% | 0.9% | i | i | -1.1% | i | -2% |
| C=CCSC1=C(C#N)C(c2ccccc2C)CC(=O)N1 (stereo unspecified) | i | 6% | i | -1% | -2% | -0.9% | i | i | -0.5% | i | 1% |
| O=C(CNC(=O)c1ccc(Br)o1)Nc1cccc(-c2cnc3ccccc3n2)c1 | ? | 2% | ? | 1% | 13% | -1.4% | i | i | -1.0% | ? | -3% |
| Cn1cc(/C=N/n2cnc3scc(-c4ccc(Cl)cc4)c3c2=O)c2ccccc21 | i | 8% | 3.2e-08M* | -9% | 14% | 0.1% | i | i | 1.3% | 3.3e-08M* | -8% |
| O=C(O)COc1ccccc1O | · | 2%[7.66 µM] | · | 1% | 0%[11.4 µM] | 0.1% | · | · | -2.9% | · | 1% |
| COc1ccccc1NC=C1C(=O)OC(C)(C)OC1=O | · | -2% | · | 1% | 0% | -2.1% | · | · | 2.5% | · | 0% |
| COC(=O)NC(/C=C/c1ccccc1)[C@]1(C(C)=O)CCCC1=O (stereo partly specified) | · | · | · | -2%[11.5 µM] | 2%[11.4 µM] | -0.4%[15.4 µM] | · | · | 2.3%[15.4 µM] | · | -3%[11.5 µM] |
| COc1ccc(S(=O)(=O)Nc2cc(C)ccn2)cc1OC | i | -6% | i | -5% | 9% | 0.1% | i | ? | -0.8% | i | -1% |
| COC(=O)c1cccc(NC(=O)CN2CCC(NC(=O)c3cc(OC)c(OC)c(OC)c3)CC2)c1 | i | 21% | i | -1% | 13% | -0.9% | i | i | 2.1% | i | 1% |
| Cc1c(C(=O)NCc2ccccn2)oc2ccc(S(=O)(=O)N3CCOCC3)cc12 | i | 11% | i | 0% | ? | -3.4% | i | ? | -2.7% | i | -1% |
| CCCc1ccc(OCC(=O)O)cc1 | · | -2% | · | -3% | 17% | -1.2% | · | · | -0.6% | · | -2% |
| COc1cccc(C2(O)CCN(C(=O)c3cccs3)CC2)c1 | i | 1% | i | 0% | 13% | 1.9% | i | i | -2.6% | i | 0% |
| C=CC(=O)OCCOCCOCCOCCOC(=O)C=C | · | · | · | 0%&-3% | ? | 0.6%&0.0% | · | · | -1.4%&0.0% | · | 1%&0% |
| COC(=O)c1[nH]c2ccc(C)cc2c1NC(=O)CN1CCCC(C)(C)C1 | i | 10% | ? | -3% | 17% | -0.7% | i | i | 3.5% | 1e-08M* | -5% |
| CC(NC(=O)c1ccccc1)(C(=O)O)C(=O)O | i | · | i | 0%[11.5 µM] | 17%[11.4 µM] | 0.8%[15.4 µM] | i | i | 0.1%[15.4 µM] | i | 2%[11.5 µM] |
| Cc1ccc2cc(C)c(SCC#N)nc2c1 | i | -7% | 1.3e-08M* | -5% | ? | -0.9% | i | i | -0.6% | 1.3e-08M* | -4% |
| O=C(c1cccs1)N1CCN(CCc2ccccc2)CC1 | i | 10% | i | 0% | 4% | 1.9% | i | i | -0.6% | i | 0% |
| Cc1ccc(NC2c3ncccc3C(=O)N2C2CCCCC2)cc1 (stereo unspecified) | i | 29% | i | 2% | 6% | -1.0% | i | i | -0.4% | i | -3% |
| Cn1c(CSCc2ccc(F)cc2)nnc1SCC(=O)Nc1nccs1 | i | -2% | i | -1% | ? | 0.2% | i | ? | -1.7% | i | 0% |
| Cc1ccc(S(=O)(=O)N(C)CC(=O)N2CCOCC2)cc1 | i | 1% | i | 1% | 4% | -1.4% | i | i | -2.2% | i | 2% |
| CCOc1ccccc1C1CC(=O)Nc2cc(OC)c(OC)c(OC)c21 (stereo unspecified) | ? | 0% | i | 3% | 3% | -4.3% | i | ? | -4.2% | i | 1% |
